# MOR-DOR inv ag: mu-delta opioid heterodimer inverse agonism; P35372+P41143; cell-based MOR-DOR heterodimer luminescence; inhibition, % at 9.3 µM; 0.21% of 340,000 active; AID 504357; in the data active = inhibition above about 22%, passing the limit was not always enough;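 also: 0% = cells with DMSO and 100% = wells without cells with DMSO; values of inactives mirror those of a sister screen read the other way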
# Target sequence (P35372 whole entry, looked up): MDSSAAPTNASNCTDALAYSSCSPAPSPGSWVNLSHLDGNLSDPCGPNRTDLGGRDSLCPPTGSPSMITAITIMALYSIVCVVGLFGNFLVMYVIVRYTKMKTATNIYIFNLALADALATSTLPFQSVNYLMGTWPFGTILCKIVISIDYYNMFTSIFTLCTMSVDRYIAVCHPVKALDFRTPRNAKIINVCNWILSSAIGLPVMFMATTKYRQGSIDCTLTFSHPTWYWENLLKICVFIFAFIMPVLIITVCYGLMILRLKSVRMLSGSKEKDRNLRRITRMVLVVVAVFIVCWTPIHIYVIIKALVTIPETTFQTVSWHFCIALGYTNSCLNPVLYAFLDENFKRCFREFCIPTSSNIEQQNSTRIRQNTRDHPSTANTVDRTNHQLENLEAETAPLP
# Target sequence (P41143 whole entry, looked up): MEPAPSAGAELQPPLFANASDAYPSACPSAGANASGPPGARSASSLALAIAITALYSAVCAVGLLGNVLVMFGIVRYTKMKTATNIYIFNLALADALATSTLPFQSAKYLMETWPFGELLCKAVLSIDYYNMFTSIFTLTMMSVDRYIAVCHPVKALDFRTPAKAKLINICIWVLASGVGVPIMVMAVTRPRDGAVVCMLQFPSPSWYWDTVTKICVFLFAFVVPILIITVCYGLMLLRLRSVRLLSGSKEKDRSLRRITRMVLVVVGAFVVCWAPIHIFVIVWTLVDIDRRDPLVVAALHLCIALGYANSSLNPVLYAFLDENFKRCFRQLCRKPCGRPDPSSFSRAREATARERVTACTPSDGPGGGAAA
# HTR5A inv ag: counter-screen for OPRM1-OPRD1 inverse agonists: human HTR5A inverse agonism; P47898; HTR5A cell line, luminescence; inhibition, % at 9.3 µM; 0.083% of 340,000 active; AID 504634; in the data active = inhibition mostly above about 23%, no sharp cut-off; inactive = mostly below about 18%;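 also: 0% = cells with DMSO and 100% = no-cell wells with DMSO; some compounds called inactive have numbers as strong as hits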
# HTR5A ag: activates human HTR5A in OPRM1-OPRD1 agonist counter-screen | activation, % at 9.3 µM | AID 504692 | P47898 | HTR5A agonist assay, luminescence, cell-based | 0.61% of 340,000 active; in the data active = activation mostly above about 9.5%, no sharp cut-off; inactive = mostly below about 7.6%;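 also: 0% = cells with vehicle only and 100% = reference agonist; strong numbers were not always called active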
# V-ATPase pHluor: alters yeast V-ATPase proton transport; S. cerevisiae, pHLuorin cytosolic pH fluorescence; response, % at 10 µM; 0.37% of 350,000 active; AID 504577; in the data active = response mostly above about 7.3%, no sharp cut-off; inactive = mostly below about 5.4%; also: actives read high; inactives centre near 0; some compounds called inactive have numbers as strong as hits; reference of the scale not given here
# Cardiac RTF inh: cardiac RTF calcium desensitization. P19429+P45379. IANBD-labeled cardiac RTF, Ca2+ fluorescence. inhibition, % at 7.15 µM. 0.12% of 340,000 active;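 active = inhibition above the mean inhibition of all tested compounds plus 3 SD, cut at about 17% in these data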;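 also: assay run at fixed EC70 calcium of 1.6 mM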
# Keap1 Nrf2 FP: Keap1-Nrf2 (human) interaction inhibition; Q14145; inhibition, % at 9.4 µM; AID 504523; Keap1 Kelch-Nrf2 peptide fluorescence polarization, 1536-well; 0.15% of 340,000 active; in the data active = inhibition above about 12%;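 also: human Keap1 Kelch domain with fluorescein labeled Nrf2 9mer peptide probe; 0% = neutral control wells and 100% = peptide positive control; higher means more block of Keap1 binding to Nrf2 peptide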
# OPRM1-OPRD1 ag: agonists of human mu-delta opioid receptor heterodimerization; P35372+P41143; activation, % at 9.3 µM; 0.3% of 340,000 active; cells, OPRM1-OPRD1 heterodimerization, luminescence; in the data active = activation above about 18%;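 also: 0% = vehicle-treated cells and 100% = reference agonist; values of inactives mirror those of a sister screen read the other way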
# cardiac RTF act: increases calcium sensitivity of human cardiac regulated thin filaments; P19429+P45379; IANBD-labeled TnC RTF fluorescence at EC20 calcium; 0% EC20 calcium, 100% full calcium; 0.24% of 340,000 active; activation, % at 7.2 µM;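 active = activation above the mean over all tested compounds plus 3 SD, cut at about 30% in these data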;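 also: rise in fluorescence read as greater calcium sensitivity of cardiac thin filaments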
# LANA DNA inh: blocks KSHV LANA C-terminal domain binding to DNA; 0.078% of 340,000 active; MBP-C-LANA/FAM-LBS DNA binding, fluorescence polarization; AID 504423; inhibition, % at 9 µM;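 active = highest replicate inhibition at or above 60% at 9 µM, even if other replicates fall short; inactive = all replicates below 60% inhibition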;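 also: 0% = neutral control wells and 100% = 4 µM acridine orange control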
# CAL-PDZ inh HTS: CAL PDZ (human) peptide binding inhibition; Q9HD26; purified CAL PDZ, TMR-peptide fluorescence polarization, 1 h; inhibition, % at 24.9 µM; 0.92% of 300,000 active;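 active = mean inhibition of at least 30% with at least half of replicates also reaching 30%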;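 also: 0% = DMSO neutral control and 100% = excess unlabeled competitor peptide PRC23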
# * = called active by the depositor; x = no result given.
# Second line of a record: Cardiac RTF inh	V-ATPase pHluor	OPRM1-OPRD1 ag	Keap1 Nrf2 FP	cardiac RTF act	MOR-DOR inv ag	HTR5A ag	CAL-PDZ inh HTS	LANA DNA inh	HTR5A inv ag
> CCCOc1ccc(/C=C/C(=O)NC2CCCCC2)cc1OC
 : -8	-5	-2.2	-2	0	11	-3	-2	-0.3	9
> CC(=O)N1CCN(c2ccccc2NC(=O)c2ccc(C#N)cc2F)CC1
 : -25	3	-3.9	0	7	19	2	0	0.4	3
> Cc1ccccc1Nc1nc(N)nc(COC(=O)CC2CC3CCC2C3)n1 (stereo not drawn)
 : 9	2	12	-8	6	-52	6	3	3.0	8
> COc1cc2oc(=O)cc(-c3cccc(-c4ccc(C(F)(F)F)cc4)c3)c2c(OC)c1OC
 : -6	-1	-2.2	4	-4	11	-3	-2	0.4	9
> COc1ccc(N(C(=O)c2ccco2)S(=O)(=O)c2cc(Cl)c(Cl)cc2Cl)cc1
 : 2	-1	-0.2	-6	8	1	-3	x	1.3	-4
> CSc1c(-c2ccccn2)c(N)nn1C(=O)C1CCC1
 : -4	3	2.4	2	-2	-13	0	7	0.3	5
> Cc1cc(C)cc(NC(=O)CSc2nc3[nH]c(=O)cc(O)c3s2)c1
 : -19	-6	1.7	2	-6	-14	7	3	0.5	-20
> O=C(CCSCc1cccc(F)c1)NCCc1ccccc1
 : -1	-1	-1.9	4	-4	10	0	-4	0.6	-1
> CC(=O)NCCN=Cc1sc2ccccc2c1O
 : -3	-1	0.0	-2	5	0	0	-1	0.8	-18
> Cc1ccccc1N1CC(C(=O)Nc2ccc(S(=O)(=O)N3CCCCC3)cc2)CC1=O (stereo not drawn)
 : 4	-5	1.2	-1	-1	-9	4	x	-0.2	-10
> Cc1ccc(-n2nc(C)c(/C=N/NC(=O)c3cccnc3)c2Cl)cc1
 : -13	-1	-1.5	4	-8	10	-4	-2	-0.5	11
> COc1ccc2c(c1)CC/C(=C\Nc1ccc3c(c1)OCO3)C2=O
 : -9	-1	2.7	-9	2	-16	-3	-4	-0.2	-18
> Cc1cccc(NC(=O)c2nc[nH]c2C(=O)N2CCN(C(=O)OC(C)(C)C)CC2)c1
 : -18	7	6.2	-6	3	-34	-10	-1	0.9	26
> CN(CC(=O)NCC1CCCCC1)CC(=O)Nc1ccccc1Br
 : -3	0	-2.7	-1	2	11	-4	-2	-0.2	11
> COCCN(C(=O)Cc1cccs1)C(C(=O)NCc1ccc(OC)cc1)c1ccc(C)cc1 (stereo not drawn)
 : -1	2	-1.0	0	-3	6	10	-4	0.1	0
> Fc1ccc(Cn2c(SCc3ccc(F)c(C(F)(F)F)c3)nnc2C(F)(F)F)cc1
 : -8	2	5.8	-3	-2	-31	6	x	-0.6	-20
> O=C(Cn1cnc([N+](=O)[O-])c1)NCc1ccc(F)cc1
 : -8	4	-2.6	-4	-4	15	-1	-3	1.9	7
> CN1CCN(C(=O)c2cc(Cl)cc(Cl)c2NC(=O)c2ccco2)CC1
 : -2	-1	-2.1	-5	0	10	-2	-5	-0.2	-24
> Cc1nc2ccc(NC(=S)N3CCCC3)cc2nc1C
 : -3	-1	0.3	-2	5	-1	2	-2	0.2	-9
> O=C(Cn1c(-c2cncs2)nc2ccccc21)NCCc1ccccc1
 : -13	2	x	4	-3	x	x	0	1.1	x
> O=C(Nc1ccccc1)N(C1=NCCC1)c1ccccc1
 : -6	-2	-2.5	-5	-2	12	5	-6	-0.6	-9
> COc1ccc2cc3c(nc2c1)OCC3
 : -11	-1	-3.5	-3	4	18	5	x	0.2	25
> CC(C)C(NC(=O)C1CCCCC1)C(=O)Nc1ccc2c(c1)OCCO2 (stereo not drawn)
 : 0	-2	-4.7	2	-4	24	-4	0	1.5	11
> O=C1CC(c2cccnc2)c2cc3c(cc2N1)OCCO3 (stereo not drawn)
 : -4	-1	-2.3	-1	-1	14	3	x	0.6	-9
> COc1cccc(NC(=O)C(=O)c2cn(CC(=O)N3CCCC3)c3ccccc23)c1
 : -3	0	-2.9	-1	-4	15	-4	-11	3.3	17
> COc1ccc(CN2CC[C@H]3C=CC[C@@H](C(=O)Nc4ccc(Cl)c(C(F)(F)F)c4)[C@H]3C2=O)cc1OC
 : 8	1	1.7	-8	3	-9	1	0	-0.1	12
> C=CCn1c(COc2ccccc2)nnc1SCC(=O)Nc1ccc(S(N)(=O)=O)cc1
 : 1	-1	-1.8	-4	-5	7	0	-2	1.7	6
> CC(=O)c1cccc(NC(=S)NCc2ccccc2)c1
 : -9	0	-1.8	-6	0	9	1	5	3.1	-5
> CCOC(=O)N1CCC(NC(=O)COc2cc(=O)n(C)c3ccccc23)CC1
 : -3	0	-2.1	1	4	12	6	x	-1.1	-19
> N#C/C(=C(/O)COc1ccc(Cl)cc1)c1nc2ccccc2s1
 : -5	2	0.7	4	-4	-4	-4	0	-0.4	11
> CCOC(=O)c1c(C2CC2)csc1NC(=O)COC(=O)c1ccc[n+]([O-])c1
 : -16	1	-2.3	-2	-1	12	-2	-2	-2.9	-16
> CCCn1c(=O)c(Br)cn(-c2ccccc2C)c1=O
 : 4	-2	-2.3	1	6	12	-2	x	-0.5	4
> Cc1ccc2c(CC(=O)NCc3cccs3)coc2c1
 : -11	-1	-2.4	-3	8	13	0	-3	-0.1	14
> CCOCCc1nn2c(=O)cc(CSCC(=O)Nc3ccc(OC)cc3)nc2s1
 : 5	4	-2.6	-3	1	14	-7	-5	0.5	25
> COc1ccc(N=C2NC(=O)/C(=C/c3ccc(O)c(OC)c3)S2)cc1
 : -6	2	-2.2	0	3	12	6	2	-1.8	22
> Cn1cccc1C(C#N)c1cccc(F)c1C#N (stereo not drawn)
 : -6	-1	-7.2	3	-2	37*	-3	2	0.2	15
> CC1(C)CC(=O)C=C(c2cc3ccccc3s2)C1
 : -2	-3	2.6	-6	-11	-15	3	-4	0.9	-9
> COc1ccc(OC)c(CNC(=O)CCc2nc(-c3cccs3)no2)c1
 : 0	-1	-3.3	5	-4	17	5	x	1.4	-14
> CCOC(=O)c1nnc(-c2ccc(C)cc2)nc1Sc1ccccc1Cl
 : -4	-4	-2.9	-9	1	14	-7	1	0.5	15
> COc1ccc(S(=O)(=O)N(C)CC(=O)Nc2ccccc2C(F)(F)F)cc1OC
 : -1	2	-1.3	-4	5	8	-5	2	-0.5	14
> CC(C)Cn1c(SCC(=O)c2c(N)n(C)c(=O)n(C)c2=O)nc2ccccc21
 : -5	-1	-3.1	-3	-3	14	1	-7	0.5	10
> CC(=O)c1ccc(OCCN2CCOCC2)cc1
 : -5	-6	-0.8	-3	1	4	-2	0	-0.8	5
> CCOC(=O)c1ccc(NC(=O)CSc2nc3c(c(=O)n2C)SC(C)C3)cc1 (stereo not drawn)
 : -7	-5	1.2	-2	5	-7	7	x	-0.3	-21
> CCc1ccc(NC(=O)C(NS(=O)(=O)c2cccc3nsnc23)c2ccccc2)cc1 (stereo not drawn)
 : -3	-3	2.6	3	-6	-14	-1	-7	-1.1	-3
> COc1cccc(N2CCN(C(=S)Nc3ccc(C)cc3C)CC2)c1
 : -9	-1	-0.5	-2	1	2	5	-4	0.5	-18
> Cc1cccc(C)c1-n1c(SCC(=O)N2CC(=O)Nc3ccccc32)nc2ccccc2c1=O
 : -3	-1	-0.9	-3	0	5	-2	-6	-1.4	5
> CCN(CC)S(=O)(=O)c1ccc(N2CCN(C)CC2)c(NC(=O)CN2C(=O)NC3(CCCCC3)C2=O)c1
 : -5	0	-0.3	4	2	1	1	1	-2.8	-3
> COc1cc(/C=C2\SC(=O)N(CC(=O)Nc3ccccc3F)C2=O)cc(Cl)c1O
 : -3	0	-0.1	0	-1	1	6	-2	-0.4	-22
> O=C(Cc1ccccc1)c1ccc2c(c1)OCCO2
 : -1	-2	-0.8	0	5	4	-1	x	0.1	-1
> OCCC1CN(Cc2ccc(F)cc2)CCN1CCc1ccccc1 (stereo not drawn)
 : -13	0	3.6	-3	-9	-17	-3	14	-0.6	10

# Next section:
# Second line of a record: Cardiac RTF inh	V-ATPase pHluor	OPRM1-OPRD1 ag	Keap1 Nrf2 FP	cardiac RTF act	MOR-DOR inv ag	HTR5A ag	CAL-PDZ inh HTS	LANA DNA inh	HTR5A inv ag
> COc1ccc(OC)c(S(=O)(=O)N2CCNCC2)c1
 : -7	1	-1.0	-3	4	5	-4	1	-2.3	25
> O=C(NCCc1ccccc1)c1nnc(CS(=O)(=O)c2ccccc2)o1
 : 2	2	-3.5	-5	-2	19	-5	x	1.8	2
> CC(C)(C)NC(=O)CSC(=Nc1ccccc1F)NC#N
 : -13	4	-0.2	-1	7	1	5	x	-1.1	14
> Cc1nc2ncnn2c(Nc2ccc3c(c2)OCO3)c1Cc1ccccc1
 : -5	2	-0.2	1	-3	1	0	x	1.0	-1
> Cc1ccc(NC(=O)CCn2nnc3ccccc32)c(C)c1
 : -13	0	-1.4	-5	-2	8	-3	-2	1.5	8
> CCOc1ccccc1N(CC(=O)NC(C)(C)C)C(=O)Cn1nnc(-c2ccc(C)o2)n1
 : -7	0	-1.4	-1	3	8	-2	-1	-0.1	-8
> CC(C)CC1(C)NC(=O)N(CC(=O)Nc2ccc3c(c2)OCCO3)C1=O (stereo not drawn)
 : -10	-6	0.6	-1	1	-3	-1	-2	-2.2	3
> CCc1c(C)nc(SCC(N)=O)c(C#N)c1C
 : -4	-1	-1.4	1	-2	8	6	-4	0.0	-14
> CC(C)NS(=O)(=O)c1ccc(NC(=O)Cc2cccs2)cc1
 : -13	0	-2.4	-1	-3	12	6	-2	-2.5	-1
> Cc1cc(C)n2c(SCC(=O)NCc3ccc4c(c3)OCO4)nnc2n1
 : -2	1	-3.0	2	-3	16	1	0	-2.2	-6
> Cc1ccc2c(c1)c1nnc(SCC(=O)N3CCCc4ccccc43)nc1n2CC(=O)O
 : 2	2	-3.4	0	-4	16	-1	-2	-0.8	4
> CCc1ccccc1NC(=S)NNC(=O)c1ccccc1Cl
 : 1	-2	-3.8	11	2	21	-5	x	-0.3	-10
> COc1ccc(OCCNC(=S)Nc2cccc3ccccc23)cc1
 : -7	2	2.9	-3	5	-15	1	-7	0.1	6
> O=C(NS(=O)(=O)Nc1ccc(Cl)cc1)c1c[nH]c2ccccc12
 : -3	-3	-2.4	4	0	13	-3	2	-0.6	-6
> CCOC(=O)C1CN(S(=O)(=O)c2ccc(C)cc2)c2cc(S(=O)(=O)CC)ccc2O1 (stereo not drawn)
 : 4	-3	-1.5	1	13	9	6	-3	-1.3	11
> COc1cccc(-c2nc(CS(=O)(=O)CC(=O)NC3CCCC3)c(C)o2)c1
 : -14	4	-3.3	-3	2	17	1	-3	-0.4	19
> CCOC(=O)CN1C(=O)CN(c2ccc(C)c(C)c2)C1=O
 : 1	5	-0.7	1	-1	3	2	-7	0.8	-8
> CC(C)(C)OC(=O)N1CCN(c2ccc([N+](=O)[O-])cc2)CC1
 : -10	0	-0.3	-6	2	1	7	x	-0.3	-18
> COCCN(C(=O)CCCc1nc2ccccc2s1)c1c(N)n(CC(C)C)c(=O)[nH]c1=O
 : 5	1	-2.5	-6	0	10	-3	-1	0.9	8
> O=C(C1=C[C@@H](c2coc3ccccc3c2=O)C[C@@H](OCc2ccc(CO)cc2)O1)N1CCN(Cc2ccc3c(c2)OCO3)CC1
 : -8	-2	-4.2	-3	3	22	-6	8	0.5	5
> CC(C)NS(=O)(=O)c1ccc(CCC(=O)Nc2ccc3c(c2)OCO3)cc1
 : 6	2	-1.2	-2	-6	7	0	-3	-0.6	-39
> O=C(c1cnn2ccccc12)N1CCc2ccccc21
 : -10	-3	0.5	1	0	-2	3	x	0.1	-7

# Screening results: PubChem BioAssay, several laboratories
